Source: PubChem BioAssay
NadD block: inhibitors of S. aureus NadD, primary screen, biochemical, colorimetric, uHTS; Nicotinate-nucleotide adenylyltransferase NadD (Staphylococcus aureus N315); AID 602399, 2012; inhibition, % at 20 µM; 0.78% of 360,000 active; purified NadD enzyme, colorimetric absorbance read-out; in the data active = inhibition above about 26%; also: some compounds past the cut are filed as inactive
Rpn11 block: Rpn11 (PSMD14) deubiquitinase inhibitors, primary screen, biochemical, fluorescence polarization, uHTS | human 26S proteasome, Ub4-pepOG fluorescence polarization; 20S core pre-blocked with epoxomicin | AID 588493, 2011 | 26S proteasome non-ATPase regulatory subunit 14 (Homo sapiens), O00487 | calls only at 20 µM | 0.59% of 360,000 active;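 active = inhibition at 20 µM, scaled to each plate's controls, above about 33%, limit read from the data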
Rin1-Abl PPI inh: inhibitors of Rin1-Abl protein binding, primary screen, biochemical, TR-FRET | inhibition, % at 7.35 µM | 0.4% of 360,000 active | AID 588664, 2011; in the data active = inhibition above about 5%, passing the limit was not always enough
Neddyl block: inhibitors of cullin neddylation, primary screen, biochemical, TR-FRET, uHTS, NAE and Ubc12; 0.58% of 360,000 active; calls only at 25 µM; NEDD8-conjugating enzyme Ubc12 (Homo sapiens) + NEDD8-activating enzyme E1 regulatory …; AID 651699, 2012; in the data active = inhibition above about 36%
CSN deneddyl inh: inhibitors of CSN-mediated cullin deneddylation, primary screen, biochemical, fluorescence polarization, uHTS | Purified CSN, SCF-Nedd8-OG deneddylation | inhibition, % at 12.5 µM | 0.38% of 360,000 active | AID 651999, 2013;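 active = pattern-corrected inhibition above about 35%, with an unprinted fluorescence ratio check between 0.5 and 1.5, limit read from the data, passing the limit was not always enough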;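 also: 0% = enzyme with substrate and 100% = substrate without enzyme; some results filed as inactive read as strong as hits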
Target sequence (Q92905 whole entry, looked up, one chain of several): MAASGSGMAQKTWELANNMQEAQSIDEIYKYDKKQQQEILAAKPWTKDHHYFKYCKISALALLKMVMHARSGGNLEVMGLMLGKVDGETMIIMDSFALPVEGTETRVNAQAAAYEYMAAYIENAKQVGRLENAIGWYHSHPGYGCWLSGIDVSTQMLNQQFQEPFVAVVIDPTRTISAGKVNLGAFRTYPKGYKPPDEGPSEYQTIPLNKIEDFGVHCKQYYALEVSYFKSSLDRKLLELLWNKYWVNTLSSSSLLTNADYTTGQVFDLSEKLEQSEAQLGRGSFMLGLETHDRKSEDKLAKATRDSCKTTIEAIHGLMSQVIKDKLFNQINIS
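Material: purified human Csn5 enzyme expressed in HEK293T cells / Medium: Tris buffer pH 7.5, NaCl, DTT, Tween-20, trehalose, ovalbumin / Compound dosing: 12.5 µM single point / Schedule: 90 min incubation of compound, enzyme and substrate at room temperature / Signal: fluorescence polarization of the substrate / Control set: no-enzyme wells high, enzyme-with-substrate wells low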
MT1-MMP act inh: blockers of MT1-MMP proenzyme processing, primary screen, HT1080 RFP-PRO-GFP cells, GFP/RFP fluorescence; Matrix metalloproteinase-14 (Homo sapiens), P50281; GFP/RFP ratio fluorescence, overnight; percent of plate control window, DMSO zero; GFP/RFP ratio change, % at 20 µM; 0.061% of 360,000 active;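 active = GFP/RFP ratio change of at least 30% with cell ATP level not reduced by more than half and red fluorescence within 50% of control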; also: strong numbers were not always called active
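Read-out: GFP/RFP fluorescence ratio; Test system: RFP-PRO-GFP reporter HT1080 cells; Compound dosing: single-point 20 µM compound, 1% DMSO; Times: overnight compound exposure at 37 °C.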
SKN-1 block: suppressors of acrylamide-induced Pgst-4::GFP reporter in worms, primary screen, SKN-1 inhibitor project, whole organism, uHTS, GFP/RFP fluorescence ratio, strain VP596; C. elegans VP596 Pgst-4::GFP/RFP ratio, 24 h; inhibition, % at 21.8 µM; 0.49% of 360,000 active;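 active = interference check ratio from 0.5 to 1.5 plus GFP to RFP signal ratio inhibition reaching or exceeding a fixed threshold, cut at about 30% in these data, passing the limit was not always enough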; also: some compounds called inactive have numbers as strong as hits
FAS-TE inh: FAS thioesterase domain inhibitors, primary screen, biochemical, fluorescence intensity, uHTS; inhibition, % at 15 µM; 0.67% of 360,000 active; Fatty acid synthase (Homo sapiens), P49327; recombinant FAS-TE, OMFH fluorogenic substrate, fluorescence endpoint;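 active = compounds whose normalised, plate-corrected inhibition of enzyme fluorescence in the single-dose primary screen is 50% or more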;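 also: 0% = DMSO with enzyme and 100% = substrate without enzyme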
MLLE-PAM2 inh: inhibitors of PABP1 MLLE–PAM2 peptide binding, primary screen, biochemical, fluorescence polarization, FITC-PAM2, GST-MLLE. inhibition, % at 20 µM. 0.36% of 360,000 active. AID 588489, 2011. Polyadenylate-binding protein 1 (Homo sapiens), P11940; in the data active = inhibition above about 35%, passing the limit was not always enough;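 also: plate controls were DMSO wells with GST-MLLE for no effect and wells lacking GST-MLLE protein for full effect; some results filed as inactive read as strong as hits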
Target sequence (P11940 whole entry, looked up): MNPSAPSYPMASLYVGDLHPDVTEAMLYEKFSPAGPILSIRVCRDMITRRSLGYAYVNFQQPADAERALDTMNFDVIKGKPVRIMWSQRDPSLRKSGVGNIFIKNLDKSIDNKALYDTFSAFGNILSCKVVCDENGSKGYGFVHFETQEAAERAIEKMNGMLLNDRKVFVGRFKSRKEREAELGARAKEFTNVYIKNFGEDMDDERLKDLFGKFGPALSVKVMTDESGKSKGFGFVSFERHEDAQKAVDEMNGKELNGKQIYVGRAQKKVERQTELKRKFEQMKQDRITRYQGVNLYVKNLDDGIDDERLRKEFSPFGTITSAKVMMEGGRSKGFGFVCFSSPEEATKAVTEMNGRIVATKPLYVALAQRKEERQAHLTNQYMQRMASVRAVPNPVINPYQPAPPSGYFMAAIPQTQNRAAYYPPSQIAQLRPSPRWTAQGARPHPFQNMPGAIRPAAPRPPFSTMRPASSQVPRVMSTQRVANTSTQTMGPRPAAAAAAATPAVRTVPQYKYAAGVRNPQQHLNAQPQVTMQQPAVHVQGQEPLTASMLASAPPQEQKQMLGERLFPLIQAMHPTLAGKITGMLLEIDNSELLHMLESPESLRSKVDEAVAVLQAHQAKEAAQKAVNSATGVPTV
Active calls of the source: *; i = inactive; . = no result given.

SMILES | NadD block | Rpn11 block | Rin1-Abl PPI inh | Neddyl block | CSN deneddyl inh | MT1-MMP act inh | SKN-1 block | FAS-TE inh | MLLE-PAM2 inh
O=C(C[n+]1cc(-c2ccccc2)n2c1CCC2)Nc1nc(-c2ccccc2)cs1 | 7 | i | -1 | i | -12 | -4 | 2 | -14 | 16
CNC(=O)C[C@H]1C(=O)N(Cc2ccccc2)C[C@@H]1CSC | -4 | i | -2 | i | -3 | 0 | -10 | -9 | -2
CCCn1nc(C(=O)Nc2ccc(S(=O)(=O)Nc3nccs3)cc2)c2ccccc2c1=O | 14 | i | 0 | i | 3 | -4 | -6 | -19 | -39
O=C(CNCc1ccco1)Nc1ccc(Oc2ccccc2)cc1 | -15 | i | -2 | i | 2 | 0 | -4 | -2 | 16
N#Cc1c(N)n(CCOC(=O)c2cccc(Br)c2)c2nc3ccccc3nc12 | 8 | i | -1 | . | 3 | -2 | 11 | 6 | -4
O=C(NC1CCCC1)C1CC(=O)N(c2ccccc2)C1 (stereo not drawn) | 1 | i | 2 | i | 0 | 0 | 4 | -6 | -3
Clc1cccc(Cl)c1-c1noc(CN2CCOCC2)n1 | -1 | i | 0 | i | -3 | 0 | 4 | -5 | 6
Cc1ccc(CN2C(=O)C(C)(C)Oc3ccc(C(=O)N4CCCCC4)cc32)cc1 | 1 | i | -1 | i | -6 | -7 | 2 | 12 | -9
Cc1c([N+](=O)[O-])cc(S(=O)(=O)Nc2ccncc2)cc1[N+](=O)[O-] | 6 | i | 0 | i | 0 | 0 | 0 | -22 | 9
O=C(NC(=S)NCCC1=CCCCC1)c1ccc(Br)o1 | -5 | i | 4 | i | -9 | 1 | -1 | 20 | 26
Cn1c(=O)n(C)c2cc(/C=N/NC(=O)c3ccc(Cl)cc3)ccc21 | -1 | i | -4 | . | 2 | 6 | -3 | -8 | 5
Nc1nonc1-n1nnc(C(=O)N/N=C/c2ccccc2Cl)c1CSc1ccccc1 | 9 | i | -3 | i | -1 | 3 | 9 | 28 | -1
O=C(O)c1cncc(Br)c1 | -1 | i | -1 | i | 5 | -2 | -10 | -6 | -5
Cc1cc(-c2nc3ncccc3o2)ccc1NC(=S)NC(=O)c1ccco1 | 7 | i | 1 | i | 1 | 7 | 6 | -13 | -6
c1ccc2oc(NC3=NCN(CC4CCCO4)CN3)nc2c1 (stereo not drawn) | -2 | i | 2 | i | 1 | 3 | -16 | -5 | -18
C=C[C@@H]1c2ccccc2N(S(=O)(=O)c2ccc(C)cc2)[C@H](c2ccc(C(F)(F)F)cc2)C1(C#N)C#N | 4 | i | 0 | i | 2 | -7 | 16 | 20 | 2
COc1ccccc1CNC(=O)[C@H](C)N1C(=O)N2CCc3c([nH]c4ccccc34)[C@@]2(C)C1=O | -1 | i | 1 | i | 6 | -2 | 17 | 6 | 0
CCc1nnc(SCC(=O)Nc2ccc(F)cc2)o1 | 1 | i | -2 | i | -1 | -1 | 12 | -5 | -16
O=C(COC(=O)Cc1c[nH]c2ccccc12)Nc1ccccc1C(F)(F)F | -11 | i | 2 | i | -2 | -1 | 5 | -7 | -2
O=c1[nH]c(SCc2ccccc2[N+](=O)[O-])nc2nc[nH]c12 | 2 | i | 1 | i | -1 | 1 | 9 | -1 | 5
Cc1ccc(C2NC(=S)N3C(c4ccc(C)cc4)NC(=S)N23)cc1 (stereo not drawn) | -1 | i | 3 | i | -1 | 0 | 0 | 22 | 26
CCOc1ccc(NC(=O)COc2coc(CN3CCc4ccccc4C3)cc2=O)cc1 | -6 | i | 4 | i | 4 | -3 | 6 | -9 | 6
O=C(COC(=O)/C=C/c1ccccc1)NC(=O)NC1CCCCC1 | -2 | i | 5 | i | 0 | 1 | -10 | 4 | -4
CC(C)C(=O)Nc1ccc(NC(=O)CCc2ccccc2)cn1 | 4 | i | 0 | i | 0 | 3 | 4 | -1 | 4

In the list so far, three have an NH in an aromatic ring:
SMILES | NadD block | Rpn11 block | Rin1-Abl PPI inh | Neddyl block | CSN deneddyl inh | MT1-MMP act inh | SKN-1 block | FAS-TE inh | MLLE-PAM2 inh
COc1ccccc1CNC(=O)[C@H](C)N1C(=O)N2CCc3c([nH]c4ccccc34)[C@@]2(C)C1=O | -1 | i | 1 | i | 6 | -2 | 17 | 6 | 0
O=C(COC(=O)Cc1c[nH]c2ccccc12)Nc1ccccc1C(F)(F)F | -11 | i | 2 | i | -2 | -1 | 5 | -7 | -2
O=c1[nH]c(SCc2ccccc2[N+](=O)[O-])nc2nc[nH]c12 | 2 | i | 1 | i | -1 | 1 | 9 | -1 | 5

New compounds follow.
SMILES | NadD block | Rpn11 block | Rin1-Abl PPI inh | Neddyl block | CSN deneddyl inh | MT1-MMP act inh | SKN-1 block | FAS-TE inh | MLLE-PAM2 inh
CCOc1cc(N2CCOCC2)c(OCC)cc1NC(=O)CSc1nc(N)cc(=O)[nH]1 | 3 | i | 1 | i | -5 | 1 | 7 | -3 | -8
CC1CCCCC1NC(=O)COC(=O)c1ccc(N(C)C)cc1 (stereo not drawn) | -2 | i | -3 | i | 2 | 17 | 7 | 1 | 6
CCCn1c(C)cc(C(=O)COc2ccc(S(=O)(=O)N(CC)CC)cc2[N+](=O)[O-])c1C | -9 | i | 0 | i | 3 | -4 | 16 | 30 | -15
Cc1ccc(-c2csc(N3CCN(c4cc5c(cc4Cl)nc(C)n5CCN4CCCCC4)CC3)n2)cc1 | 9 | i | 6 | i | 2 | 1 | -7 | 10 | 9
O=C(CN1CCc2cc3c(cc2C1)OCCCO3)Nc1cccc([N+](=O)[O-])c1 | 10 | i | -5 | i | -3 | 1 | 7 | 25 | 7
Cc1cc(=O)oc2c(C)c(OCC(=O)NC3CCN(Cc4ccccc4)CC3)ccc12 | -5 | i | 0 | i | 3 | 1 | 0 | -3 | 9
COc1cc(CNC2CCCCCCC2)cc(Cl)c1OCC(N)=O | -3 | i | -1 | i | -1 | 1 | -4 | -5 | 5
Cc1cc(C(=O)N(C)Cc2ccc(Br)cc2)no1 | 2 | i | 3 | i | -3 | 6 | -8 | -11 | -32
CCCN1C(=O)/C(=C\C=C2/C=CN(CC)c3ccccc32)SC1=S | 17 | i | -1 | i | 11 | 43 | 4 | -4 | 16
O=c1cnnc(SCCc2ccccc2)[nH]1 | -4 | i | 0 | i | 3 | 5 | 5 | -9 | 6
O=C(N/N=C/c1ccccc1)c1ccc(N2CCCC2=O)cc1 | 6 | i | 2 | i | 2 | 1 | 16 | 3 | -13
CC(Sc1nc(N)cc(=O)[nH]1)C(=O)NNC(=O)c1cccc(Cl)c1 (stereo not drawn) | 1 | i | 2 | i | -1 | 0 | 16 | -4 | 12

Next part; it opens with the three that closed the last part.
SMILES | NadD block | Rpn11 block | Rin1-Abl PPI inh | Neddyl block | CSN deneddyl inh | MT1-MMP act inh | SKN-1 block | FAS-TE inh | MLLE-PAM2 inh
O=c1cnnc(SCCc2ccccc2)[nH]1 | -4 | i | 0 | i | 3 | 5 | 5 | -9 | 6
O=C(N/N=C/c1ccccc1)c1ccc(N2CCCC2=O)cc1 | 6 | i | 2 | i | 2 | 1 | 16 | 3 | -13
CC(Sc1nc(N)cc(=O)[nH]1)C(=O)NNC(=O)c1cccc(Cl)c1 (stereo not drawn) | 1 | i | 2 | i | -1 | 0 | 16 | -4 | 12
CC(C)CCC(C(=O)O)C(C)CC(=O)Nc1ccn(-c2ccccc2)n1 (stereo not drawn) | -2 | i | -2 | i | 2 | -4 | -2 | -5 | -1
COc1ccc2cc3c(N)nn(C(=O)c4cccc([N+](=O)[O-])c4)c3nc2c1 | 16 | . | -4 | i | 34 | -16 | 3 | 2 | -47
COc1ccc(N(CC(=O)NCc2ccccc2)S(C)(=O)=O)cc1 | -2 | i | -1 | i | 3 | 4 | 3 | -10 | 4
O=C(NCCc1ccccc1)c1ccc(NCC2CCCO2)c([N+](=O)[O-])c1 (stereo not drawn) | -5 | i | -4 | i | -2 | 3 | 1 | 8 | -2
O=C(CSc1n[nH]c(-c2cccs2)n1)N1CCN(S(=O)(=O)c2ccc3ccccc3c2)CC1 | 47* | i | 0 | i | -4 | -2 | 4 | -5 | -22
Cc1ccnc(NC(=O)C2CCCN(c3ncnc4c3nc3n4CCCCC3)C2)c1 (stereo not drawn) | 1 | i | 1 | i | 3 | -9 | -13 | 0 | 5
Cc1c(CNC(=O)c2cnn3c2NC(c2ccc(Br)cc2)CC3C(F)(F)F)cnn1C (stereo not drawn) | 3 | i | 1 | i | 1 | -1 | -3 | 12 | -22
CC(C)C[C@@H](CO)N1CCN(CCc2ccccc2)CCC1=O | 2 | i | 4 | i | 2 | -1 | -6 | -8 | 1
CCOc1ccc(CNCc2ccc(C(=O)O)cc2)cc1OC | 2 | i | 4 | i | -7 | -1 | -5 | -5 | -22
COc1cc(OC)c(-c2cc(C(=O)O)ccc2OC)c(OC)c1 | -3 | i | -2 | i | -13 | 2 | 14 | -9 | 2
CCN(Cc1cnn(C)c1)C(=O)c1cc(COc2ccc(F)cc2F)on1 | -7 | i | -2 | i | -2 | 0 | -5 | -4 | 0
Cc1cc(C)n(CC2CC(=O)N(c3cc(Cl)cc(Cl)c3)C2=O)n1 (stereo not drawn) | 1 | i | 1 | i | -1 | 2 | 1 | -4 | 8
